aSyn rescue = rescues yeast growth from alpha-synuclein toxicity. Yeast expressing alpha-synuclein, growth rescue, BacTiter-Glo, 24 h. Potency, µM (titrated, usually from 46.1 µM), inactives show at the highest dose growth rescue (activation), most hits filed as activators. actives 0.14% (n = 370,000). AID 652106; note: % of control where 0% means no effect; nearly all actives have a fitted effect of over 65% in size
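Screening used galactose-induced yeast with toxic alpha-synuclein levels, exposed to compound for 24 hr at 30 deg C. Cell growth, read with BacTiter-Glo luminescence, gave the measured signal.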
EPAC1 antagonist = blocks human EPAC1 exchange factor. O95398. EPAC1 GEF assay, Rap1b-BODIPY-GDP exchange fluorescence. Potency, µM (top dose mostly 115 µM), inactives show top-dose activity change, negative = inhibition, usual class: inhibitors. actives 0.14% (n = 360,000). AID 720709;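 note: plate controls were vehicle for no effect and positive control for full effect; nearly all actives have a fitted effect of over 50% in size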
FUS suppressor = FUS proteinopathy suppression in yeast; S. cerevisiae FUS-expressing, growth rescue, OD600, 24 h; actives 0.24% (n = 390,000); Potency, µM (doses to about 76.6 µM), inactives show at the top dose growth rescue (activation), actives largely listed as activators;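 note: plate controls were DMSO vehicle for no effect and reference control for full effect; nearly all actives have a fitted effect of over 55% in size; some results filed as inactive show a strong effect at the top dose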
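Galactose (2%) drives FUS expression in yeast precultured in raffinose; seeding density OD 0.005. Test compounds incubated 24hr at 30C and 99% humidity before absorbance at 600 nm was measured.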
EPAC2 antagonist = blocks human EPAC2 exchange factor | Potency, µM (top dose mostly 114 µM), inactives show top-dose activity, negative = inhibition, most hits filed as inhibitors | EPAC2 GEF exchange of Rap1B-BODIPY-GDP, fluorescence | actives 0.18% (n = 360,000) | Q8WZA2; note: % is set by controls: 0 for no effect and ±100 for the full control effect; nearly all actives have a fitted effect of over 45% in size; many of its hits are not listed in these tables
Target sequence (Q8WZA2 whole entry, looked up): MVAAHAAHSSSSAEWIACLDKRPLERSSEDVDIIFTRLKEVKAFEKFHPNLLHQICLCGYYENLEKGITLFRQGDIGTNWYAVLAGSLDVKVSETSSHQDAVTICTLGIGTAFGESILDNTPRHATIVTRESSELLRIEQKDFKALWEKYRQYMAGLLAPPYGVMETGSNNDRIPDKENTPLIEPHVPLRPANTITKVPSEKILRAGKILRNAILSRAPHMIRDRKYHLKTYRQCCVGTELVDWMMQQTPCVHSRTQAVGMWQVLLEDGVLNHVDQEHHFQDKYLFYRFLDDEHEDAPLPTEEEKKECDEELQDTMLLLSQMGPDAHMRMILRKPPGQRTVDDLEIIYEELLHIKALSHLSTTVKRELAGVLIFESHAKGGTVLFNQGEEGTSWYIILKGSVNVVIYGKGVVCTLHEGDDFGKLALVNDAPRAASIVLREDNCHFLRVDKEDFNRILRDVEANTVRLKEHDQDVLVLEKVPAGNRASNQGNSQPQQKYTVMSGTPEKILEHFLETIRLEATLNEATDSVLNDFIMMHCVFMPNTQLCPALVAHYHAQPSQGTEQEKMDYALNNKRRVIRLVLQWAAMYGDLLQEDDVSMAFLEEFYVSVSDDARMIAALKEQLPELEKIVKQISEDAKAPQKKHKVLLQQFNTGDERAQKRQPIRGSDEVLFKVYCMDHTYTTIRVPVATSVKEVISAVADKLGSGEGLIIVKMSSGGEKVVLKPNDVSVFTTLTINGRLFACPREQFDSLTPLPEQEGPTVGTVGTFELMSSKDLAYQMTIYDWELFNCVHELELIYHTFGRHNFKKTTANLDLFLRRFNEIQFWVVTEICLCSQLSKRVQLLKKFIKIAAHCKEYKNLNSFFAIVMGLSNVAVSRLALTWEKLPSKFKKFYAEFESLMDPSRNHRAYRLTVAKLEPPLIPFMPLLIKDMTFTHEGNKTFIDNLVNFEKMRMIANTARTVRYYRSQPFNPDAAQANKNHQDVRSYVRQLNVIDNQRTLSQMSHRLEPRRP
TDP43 rescue = rescues yeast growth from TDP-43 toxicity. TDP-43 expressing yeast growth rescue, BacTiter-Glo, 24 h. Potency, µM (series often up to 46.1 µM), without a hit: top-dose growth rescue (activation), hits mostly activators. actives 1.8% (n = 410,000); note: % of control where 0% means no effect; nearly all actives have a fitted effect of over 50% in size
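Readout is BacTiter-Glo luminescence of cell growth, so inhibitors register as activators. TDP-43-expressing yeast at OD600=0.02 in galactose medium, after raffinose pregrowth to mid-log, were incubated with compound for 24 hr at 30 deg C.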
PTHR1 ag = agonists of human PTHR1 parathyroid hormone receptor. Q03431. HEK293 GP2 PTHR1 cells, GloSensor cAMP luminescence, 1 h. Potency, µM (top dose mostly 115 µM), for the others: at the highest dose activation, actives largely listed as activators. actives 0.075% (n = 410,000). AID 743266; note: nearly all actives have a fitted effect of over 55% in size; some results filed as inactive show a strong effect at the top dose; inactives centre near -15; many of its hits are not listed in these tables
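HEK-293-derived GP2 cells expressing PTHR1 and a GloSensor cAMP reporter, 3,000/well, plated overnight, given luciferin plus IBMX (each 0.5 mM as added) for 1 h at 37 °C, then compound for 1 h at 37 °C. Luminescence was read after 15 min at room temperature.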
EPAC1 ag = activates human EPAC1 exchange factor; EPAC1 agonist qHTS, biochemical assay; response scale: 100% = response to 6.5 mM cAMP; actives 0.073% (n = 360,000); O95398; Potency, µM (top dose mostly 154 µM), for inactives: at the highest dose activation, actives largely listed as activators; AID 720707; note: nearly all actives have a fitted effect of over 60% in size
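Nucleotide exchange assay: 100 nM EPAC1 with 250 nM Rap1B loaded with BODIPY-GDP and 50 uM GDP, room temperature. Fluorescence (480/540 nm) read every 5 min for 30 min; signal change normalized to 6.5 mM cAMP as full agonist.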
EPAC2 ag = EPAC2 (human) agonism; EPAC2 activation, biochemical qHTS; response scale: 100% = 6.5 mM cAMP response; Potency, µM (highest dose often 154 µM), for the others: at the top dose activation, usual class: activators; Q8WZA2; AID 720711; actives 0.079% (n = 360,000); note: nearly all actives have a fitted effect of over 50% in size
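Nucleotide exchange monitored as fluorescence drop when BODIPY-GDP leaves Rap1B. Reaction: 100 nM EPAC2, 250 nM RAP1B-BODIPY-GDP, 50 uM GDP, room temperature, kinetic read over 30 min. Activity expressed relative to 6.5 mM cAMP.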
Starred values were filed as active, the others as inactive; i = inactive; ? = inconclusive; . = no result given; [ ] = dose if it differs, or a comment. Calls come from the whole dose curve; as a rule, active = well fitted curve in the direction sought with a large enough effect; inconclusive = small, poorly fitted or top-dose-only effect, or another doubt; inactive = no such curve, though single readings can be large; an effect the other way counts as inactive or inconclusive. Potency is the fitted concentration of half-maximal effect. Not all compounds are listed (hit frequency here may not be typical).

Screens in order – EPAC2 ag	PTHR1 ag	FUS suppressor	EPAC1 antagonist	EPAC2 antagonist	aSyn rescue	TDP43 rescue	EPAC1 ag
> COc1cc(C2CC(=O)c3c(ccc4ccccc34)N2)ccc1O (centres undefined)
 : 1%	-29%	-9%	2%	-1%	-7%	10%	3%
> O=C(NCc1cccnc1)C1CC(c2ccc(F)cc2)=NO1 (centres undefined)
 : -1%	-21%[57.5 µM]	7%	12%	5%	-11%	-17%	1%
> O=C1CCC(=O)N(O)CCCCCNC(=O)CCC(=O)N(O)CCCCNC(=O)CCC(=O)N(O)CCCCCN1
 : 3%	-8%	-16%	3%	-7%	-21%	2%	9%
> Cc1sc2nc3ccc(N4CCCC4)nn3c(=O)c2c1C
 : 9%	-96%[inhibitor]	-9%	0%	-8%	-7%	22%	10%
> CCCc1nc(SCC(=O)N2CCN(c3ccccc3)CC2)c2c(=O)n(C)c(=O)n(C)c2n1
 : -10%	i	-16%	-16%	-5%	1%	4%	-10%
> CNc1nc2c(C)cccn2c(=O)c1C=Nc1ccc(OC)cc1
 : 2%	i	-31%	2%	-8%	11%	13%	-2%
> Cn1nc(-c2ccc(C(=O)N3CCN(CCO)CC3)cc2)c2ccccc2c1=O
 : 6%	-8%[57.5 µM]	16%	-6%	-3%	-6%	3%	0%
> O=C(NC1CCCCC1)C(c1ccc(O)c(O)c1)N(C(=O)Cn1nnc2ccccc21)c1cccc(O)c1 (centres undefined)
 : 4%	-8%	36%	-12%	4%	-11%	-3%[9.22 µM]	4%
> Cc1ccsc1C(=O)OCC(=O)NCCC1=CCCCC1
 : 2%	-22%	.	4%	5%	13%	21%	-2%
> O=C(O)CC1NCCc2ccccc21 (centres undefined)
 : 4%	11%	-1%	17%	15%	-5%	-15%	-11%
> COc1c2occc2c(OC)c2c(=O)cc(C(F)(F)C(F)(F)F)oc12
 : -5%	i	-5%	-1%	2%	1%	-11%	-4%
> CCc1ccc(CCC(=O)Nc2sc(C)c(C)c2C(=O)OC)o1
 : 15%	-5%	-11%	0%	6%	15%	-20%	13%
> O=C(Cn1nc(-c2ccccc2)c2ccccc2c1=O)Nc1ccc(F)cc1
 : 5%	i	-15%	-3%	-3%	1%	0%	2%
> C=CCOC(=O)C1=C(C)N=C2SCCC(=O)N2C1/C=C/c1ccccc1 (centres undefined)
 : 3%	i	16%	-4%	-6%[57.1 µM]	12%	8%	-8%
> CC(=O)c1ccc(NC(=O)CSc2ccc(-c3ccc(-n4cccn4)cc3)nn2)cc1
 : 1%	-18%	7%	-20%	18%	1%	-11%	-2%
> CCOC(=O)C(/C=C(\C#N)C(=O)OCC)=C(/N)N1CCN(c2ccc(OC)cc2)CC1
 : -12%	i	23%	23%	11%	-5%	-26%	-4%
> Cc1c(OCC(=O)N[C@@H](CSCc2ccccc2)C(=O)O)ccc2c3c(c(=O)oc12)CCC3
 : 1%	-17%	-19%	-18%	-12%	9%	17%	1%
> Cc1cccc2nc(CSCc3ccco3)cn12
 : 0%	i	4%	11%	8%	-14%	3%	8%
> O=C(O)c1cc(S(=O)(=O)NCc2ccco2)c(Cl)cc1Cl
 : -3%	i	-10%	11%	0%	-11%	-8%	1%
> O=C(NC1CCCC1)c1cccc(S(=O)(=O)N2CCCCC2)c1
 : 7%	i	-10%	3%	0%	1%	4%	5%
> Cc1cc(Br)c(NC(=O)CN2C(=O)NC3(CCOc4ccccc43)C2=O)c(Br)c1 (centres undefined)
 : 8%	-34%[inhibitor]	10%	-3%	-23%	6%	11%	2%
> COc1ccc(OC)c(/C(C)=N\NC(=O)c2cc3cc(Cl)ccc3n2C)c1
 : 3%	i	-16%	4%	6%	12%	8%	1%
> O=C(c1ccc2nc3ccccc3c(=O)n2c1)N1CCN(Cc2ccc3c(c2)OCO3)CC1
 : 2%	-4%[57.5 µM]	32%	-11%	-3%	0%	-25%	5%
> CC1CCN(S(=O)(=O)c2ccc3c(c2)NC(=O)CS3)CC1
 : 2%	i	7%	10%	-9%	11%	17%	-2%
> COc1cc2c(cc1OC)-c1cc(N3CCc4ccccc43)nc(=O)n1CC2
 : 10%	i	22%	26%	1%	-3%	-29%	7%
> CCN1c2ccccc2NC2N=C(OC)C(c3ccccc3)C21 (centres undefined)
 : -4%	-5%	33%	-3%	-3%	-1%	-24%	29%
> CCCCN(C=O)c1c(CC)nc2c(OCc3ccccc3C(=O)OC)cccn12
 : -2%	i	10%	-3%	-12%	10%	-1%	-9%
> CC(C)C[C@H](NC(=O)c1nc[nH]c1C(=O)N1CCN(C(=O)OC(C)(C)C)CC1)C(=O)OC(C)(C)C
 : -9%	-6%	33%	-17%	-7%	-2%	13%	-32%[inhibitor]
> CCCN(C(=O)CSc1nc2c(cnn2-c2ccccc2)c(=O)[nH]1)C1CCS(=O)(=O)C1 (centres undefined)
 : 7%	-28%	8%	-11%	10%	0%	-14%	-5%
> FC(F)(F)c1cccc(CNC(=S)Nc2ccccc2)c1
 : 17%	-42%[inhibitor]	3%	-20%	-25%	-16%	9%	3%

Exported with each value named: part of the list above
O=C(O)CC1NCCc2ccccc21 (centres undefined)
  EPAC2 ag: 4%	PTHR1 ag: 11%	FUS suppressor: -1%	EPAC1 antagonist: 17%	EPAC2 antagonist: 15%	aSyn rescue: -5%	TDP43 rescue: -15%	EPAC1 ag: -11%
COc1c2occc2c(OC)c2c(=O)cc(C(F)(F)C(F)(F)F)oc12
  EPAC2 ag: -5%	PTHR1 ag: i	FUS suppressor: -5%	EPAC1 antagonist: -1%	EPAC2 antagonist: 2%	aSyn rescue: 1%	TDP43 rescue: -11%	EPAC1 ag: -4%

Next section
Screens in order – EPAC2 ag	PTHR1 ag	FUS suppressor	EPAC1 antagonist	EPAC2 antagonist	aSyn rescue	TDP43 rescue	EPAC1 ag
> CCCN(CC(=O)Nc1cccc(Br)c1)CC(=O)Nc1ccc(F)c(F)c1F
 : 4%	-4%	7%	-16%	-27%	?	14µM*	6%
> O=C(OCc1ccco1)c1ccc2c(c1)N(Cc1ccc([N+](=O)[O-])cc1)C(=O)c1ccccc1S2
 : .	i	-11%	.	.	11%	20%	.
> CN=C(Nc1cccnc1)c1cccc(C(F)(F)F)c1
 : 6%	-7%	1%	-1%	1%	-6%	-12%	1%
> CCOC(=O)Nc1ccc2c(CN3CCN(S(=O)(=O)c4ccccc4)CC3)cc(=O)oc2c1
 : 13%	-32%	?	-2%	-5%	20%	?	12%
> C/C(=N\NC(=O)CNC(=O)c1ccc2c(c1)OCCO2)c1ccco1
 : -3%	i	-12%	-3%	9%	-1%	4%	1%
> Cn1c(CNC(=O)CNS(=O)(=O)c2ccc(Br)cc2)cc(=O)n(C)c1=O
 : 0%	i	-20%	-8%	5%	-3%	5%	6%
> COc1ccc(C(=O)c2cn[nH]c2-c2cc(Cl)ccc2O)cc1
 : 15%	-5%[57.5 µM]	27%	-3%	-2%	1%	0%	12%
> O=C(COC(=O)c1cccc([N+](=O)[O-])c1)NC1CCCC1
 : 14%	i	-2%	-28%	6%	-1%	-1%	6%
> COc1ccc(N2C(=O)C3C(C2=O)C2C=CC3C23CC3)c(OC)c1 (centres undefined)
 : 3%	-7%	-5%	1%	13%	-5%	-1%	0%
> COc1ccc(NC(=O)CCN2CCN(S(=O)(=O)c3ccc(C(C)C)cc3)CC2)cc1
 : 9%	-21%[57.5 µM]	7%	-14%	-4%	6%	-3%	9%
> C[C@H](CO)N1C[C@H](C)[C@@H](CN(C)C(=O)Nc2ccc(C(C)(C)C)cc2)OCc2cnnn2CCCC1=O
 : -6%	-38%	8%	8%	-17%	-2%	11%	2%
> C/C(CC(=O)Nc1ccc([N+](=O)[O-])cc1)=N\NC(=O)c1ccccc1[N+](=O)[O-]
 : 4%	i	6%	-25%	2%	11%	2%	10%
> Cc1ccc(CN=C(N)Nc2nc(C)cc(C)n2)cc1
 : 3%	-9%	9%	6%	7%	-1%	6%	-3%
> NC(=O)C1CCN(C(=O)C2c3ccccc3C(=O)N3CCc4ccccc4C23)CC1 (centres undefined)
 : 2%	-24%	15%	0%	-1%	-3%	0%	14%
> O=C(O)c1cccc2c1-c1ccc(Cl)cc1C2
 : 24%	2%	.	?	1%	-51%[inhibitor]	-55%[inhibitor]	12%
> CC[C@H](C)[C@H](NC(N)=O)C(=O)Nc1ccc(NC(C)=O)cc1
 : 6%	-3%	6%	-7%	2%	0%	-1%	5%
> CCCCOC(=O)Nc1ccc(C)c(Cl)c1
 : 10%	-25%	-9%	-14%	-14%	5%	22%	9%
> CCOc1ccc(S(=O)(=O)N/N=C2/CCCC(=O)C2)cc1
 : 6%	i	.	-10%	-1%	-1%	6%	4%
> c1ccc(NC2=NCCN2CC2CCCC2)cc1
 : -1%	-16%	-8%	-5%	5%	-2%	0%	0%
> O=C1c2ccccc2NC(c2ccc(Br)o2)N1O (centres undefined)
 : 6%	i	-1%	-1%	7%	.	.	-8%
> CCN(CC(=O)Nc1ccccc1C(F)(F)F)C(=O)CSCc1ccc(C)cc1
 : 12%	-46%[inhibitor]	23%	3%	-4%	6%	21%	-6%
> COc1cccc(CNC(=O)C2CCN(c3nnc(N4CCCC4=O)s3)CC2)c1
 : 1%	i	-7%	1%	10%	-7%	-5%	-12%
> COc1ccc(Br)c(C(=O)Nc2cccc(S(=O)(=O)N3CCOCC3)c2)c1
 : 1%	-20%	20%	-18%	6%	3%	?	4%
> Cn1nnc(NC(=S)NC(=O)c2ccco2)n1
 : 16%	6%	-8%	-20%	-4%	-9%	-7%	2%
> CCOC(=O)c1cc(C#N)c(N2CCN(C(=O)c3cccc(C(F)(F)F)c3)CC2)nc1C(F)(F)F
 : -9%	-28%	?	-10%	5%	9%	-10%	-11%
> O=C(CN1C(=O)S/C(=C\c2ccc(O)cc2)C1=O)c1ccccc1
 : -3%	-31%[inhibitor]	10%	-2%	2%	7%	-12%	1%
> C=CCn1c(CNS(=O)(=O)c2ccc(Br)cc2)nnc1SC
 : 3%	i	16%	11%	9%	-3%	1%	-8%
> Cc1nc(N)nc(SCc2ccc([N+](=O)[O-])cc2)c1N
 : -4%	-21%	14%	9%	2%	8%	16%	-2%

Screening results deposited in PubChem BioAssay by National Center for Advancing Translational Sciences (NCATS).
